Bioassay records as filed in PubChem BioAssay.
Pf growth 96h: Primary qHTS for delayed death inhibitors of the malarial parasite plastid, 96 hour incubation | Potency, µM (series often up to 28.7 µM), for inactives: at the highest dose activity change, negative = inhibition, hits mostly inhibitors | P. falciparum luciferase reporter growth, 96 h | 320,000 tested, 6.9% active; also: potency is read from the fitted curve at half-maximal effect; % is scaled to controls: 0 for no effect and ±100 for the full control effect
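Delayed-death screen, second-generation endpoint: infected erythrocytes, 2% hematocrit, 0.05% parasitemia final; 96 hours at 37 C, 5% CO2; luciferase detection reagent; luminescence decrease equals reduced growth.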
Shiga inhibitor: A qHTS for Small Molecule Inhibitors of Shiga Toxin; Vero cells, Shiga toxin protein synthesis inhibition reporter; inhibition, % at 38.7 µM; 290,000 tested, 9.2% active; AID 2315, 2010; in the data active = inhibition mostly above about 28%, no sharp cut-off; inactive = mostly below about 43%; also: 0% is about no effect
AmpC inh no detg: qHTS Inhibitors of AmpC Beta-Lactamase (assay without detergent) | AID 485341, 2010 | AmpC nitrocefin hydrolysis, absorbance 480 nm, 0.0001% Triton | 330,000 tested, 0.52% active | Potency, µM (doses to about 57.1 µM), without a hit: top-dose activity change, negative = inhibition, actives largely listed as inhibitors | P00811;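 also: potency is read from the fitted curve at half-maximal effect; plate controls were no compound for no effect and no enzyme for full effect; nearly all actives have a fitted effect of over 20% in size; some results filed as inactive show a strong effect at the top dose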
Target sequence (P00811 whole entry, looked up): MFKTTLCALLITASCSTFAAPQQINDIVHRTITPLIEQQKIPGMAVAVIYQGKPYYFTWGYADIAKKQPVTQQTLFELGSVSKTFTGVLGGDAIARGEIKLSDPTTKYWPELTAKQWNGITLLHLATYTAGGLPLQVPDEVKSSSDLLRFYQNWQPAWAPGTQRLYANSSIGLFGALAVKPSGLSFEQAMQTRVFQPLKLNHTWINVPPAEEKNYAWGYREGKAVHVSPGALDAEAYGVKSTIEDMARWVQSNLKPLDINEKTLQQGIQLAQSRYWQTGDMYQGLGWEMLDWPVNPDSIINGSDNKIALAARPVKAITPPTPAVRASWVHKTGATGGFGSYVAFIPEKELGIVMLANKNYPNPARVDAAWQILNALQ
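AmpC (5.3 nM in the dispensed reagent) in 20 mM phosphate pH 7.0 with 0.01% (detergent screen) or 0.0001% Triton X-100 was preincubated with compounds for 15 min at room temperature. Nitrocefin was then added from an 800 uM solution, and hydrolysis was followed at 480 nm.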
LmPK inhibitor: qHTS Assay for Inhibitors of Leishmania Mexicana Pyruvate Kinase (LmPK) | Q27686 | purified LmPK, Kinase-Glo ATP luminescence, 1 h | Potency, µM (titrated, usually from 57.5 µM), inactives show top-dose activity change, negative = inhibition, hits mostly inhibitors | 290,000 tested, 0.37% active | AID 1721, 2009; also: potency is read from the fitted curve at half-maximal effect; % is scaled to controls: 0 for no effect and ±100 for the full control effect
Target sequence (Q27686 whole entry, looked up): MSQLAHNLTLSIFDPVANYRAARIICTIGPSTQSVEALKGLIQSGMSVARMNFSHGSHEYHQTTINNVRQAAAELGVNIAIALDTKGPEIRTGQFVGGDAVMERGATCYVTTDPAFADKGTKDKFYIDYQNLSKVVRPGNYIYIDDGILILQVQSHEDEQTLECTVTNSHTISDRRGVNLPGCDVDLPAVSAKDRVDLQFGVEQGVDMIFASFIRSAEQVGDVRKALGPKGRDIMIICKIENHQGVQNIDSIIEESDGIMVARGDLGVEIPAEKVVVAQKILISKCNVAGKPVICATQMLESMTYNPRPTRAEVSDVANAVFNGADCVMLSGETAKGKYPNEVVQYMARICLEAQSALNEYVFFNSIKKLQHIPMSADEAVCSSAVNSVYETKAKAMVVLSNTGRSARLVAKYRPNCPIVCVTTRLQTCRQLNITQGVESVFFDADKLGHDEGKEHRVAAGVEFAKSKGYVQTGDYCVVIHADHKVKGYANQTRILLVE
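In 50 mM imidazole pH 7.2 with 7 mM MgCl2, LmPK (0.1 nM) turned over PEP (0.5 mM) and ADP (0.1 mM) for 1 h at room temperature. Luciferase read-out of ATP.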
Pf growth 48h: Primary qHTS for delayed death inhibitors of the malarial parasite plastid, 48 hour incubation | P. falciparum luciferase growth in erythrocytes, 48 h | AID 504832, 2011 | 310,000 tested, 5.9% active | Potency, µM (titrated, usually from 28.7 µM), inactives show top-dose activity change, negative = inhibition, most hits filed as inhibitors; also: potency is read from the fitted curve at half-maximal effect; % is scaled to controls: 0 for no effect and ±100 for the full control effect
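Luciferase-expressing parasites in RBCs, 2% Hct / 0.1% parasitemia final; RPMI 1640 + 0.5% Albumax; 37 C, 5% CO2, one generation; luminescence read-out, lower signal = inhibition.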
CHX counter: Cycloheximide Counterscreen for Small Molecule Inhibitors of Shiga Toxin; cell reporter, cycloheximide protein synthesis inhibition counterscreen; max response, %; 300,000 tested, 12% active; in the data active = max response mostly above about 13%, no sharp cut-off; inactive = mostly below about 14%; also: read at 38.3 µM for the half of the compounds with a filed dose; 0% is about no effect
Tb PYK inh: qHTS of Trypanosoma Brucei Inhibitors | pyruvate kinase (Trypanosoma brucei), Q57TT1 | TbPYK enzyme, Kinase-Glo Plus ATP luminescence, 45 min | Potency, µM (top dose mostly 76.8 µM), without a hit: at the highest dose activity, negative = inhibition, usual class: inhibitors | 410,000 tested, 0.12% active | AID 624173, 2012; also: potency is read from the fitted curve at half-maximal effect; % is scaled to controls: 0 for no effect and ±100 for the full control effect; nearly all actives have a fitted effect of over 50% in size
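Glycolytic pyruvate kinase of T. brucei was incubated with substrate, test compound and 130 uM ADP for 45 minutes at room temperature. Luminescent Kinase-Glo Plus signal was measured after 10 minutes.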
Active calls of the source: *; [ ] = remark or other dose. Unless noted, calls follow the shape of the dose curve; as a rule, active = well fitted curve in the direction sought with a large enough effect; inconclusive = small, poorly fitted or top-dose-only effect, or another doubt; inactive = no such curve, though single readings can be large; an effect the other way counts as inactive or inconclusive.

Start of the listing, in advance:
CCOc1cc(/C=N/Nc2nc(N3CCCCC3)nc(N3CCCCC3)n2)ccc1OC(=O)c1ccco1 was read as Pf growth 96h inconclusive, Shiga inhibitor 1, AmpC inh no detg -27%, LmPK inhibitor 2%, Pf growth 48h -7%, CHX counter 25 and Tb PYK inh -1%.
`Cc1ccc(/C=N/NC(=O)c2cccs2)o1` gave Pf growth 96h 33%[activator], Shiga inhibitor 162*, AmpC inh no detg -27%, LmPK inhibitor -10%, Pf growth 48h 27%, CHX counter 40* and Tb PYK inh -6%.
Screening COc1ccc(N(C(=O)c2ccco2)S(=O)(=O)c2cccs2)cc1 returned Pf growth 96h inconclusive, Shiga inhibitor -2, AmpC inh no detg -6%, LmPK inhibitor 2%, Pf growth 48h inconclusive, CHX counter 1 and Tb PYK inh -9%.

Main list, from the start:
CCOc1cc(/C=N/Nc2nc(N3CCCCC3)nc(N3CCCCC3)n2)ccc1OC(=O)c1ccco1 was read as Pf growth 96h inconclusive, Shiga inhibitor 1, AmpC inh no detg -27%, LmPK inhibitor 2%, Pf growth 48h -7%, CHX counter 25 and Tb PYK inh -1%.
`Cc1ccc(/C=N/NC(=O)c2cccs2)o1` gave Pf growth 96h 33%[activator], Shiga inhibitor 162*, AmpC inh no detg -27%, LmPK inhibitor -10%, Pf growth 48h 27%, CHX counter 40* and Tb PYK inh -6%.
Screening COc1ccc(N(C(=O)c2ccco2)S(=O)(=O)c2cccs2)cc1 returned Pf growth 96h inconclusive, Shiga inhibitor -2, AmpC inh no detg -6%, LmPK inhibitor 2%, Pf growth 48h inconclusive, CHX counter 1 and Tb PYK inh -9%.
`Nc1ccc(C(=O)N2N=C(c3ccccc3)CC2(O)C(F)(F)F)cc1` (stereo not drawn) gave Pf growth 96h 54%[activator], Shiga inhibitor 8, AmpC inh no detg -35%, LmPK inhibitor -1%, Pf growth 48h 29%, CHX counter 8 and Tb PYK inh 15%.
Screening O=C(NCc1ccco1)c1cc(-c2ccccn2)nc2ccccc12 returned Pf growth 96h -34%, Shiga inhibitor 54, AmpC inh no detg -1%, LmPK inhibitor -1%, Pf growth 48h -11%, CHX counter 2 and Tb PYK inh -4%.
For CN(C(=O)CSC(=O)c1ccccc1)c1ccccc1 the results were Pf growth 96h 10%, Shiga inhibitor -19, AmpC inh no detg -7%, LmPK inhibitor 5%, Pf growth 48h 14%, CHX counter 10 and Tb PYK inh 5%.
`CSc1ccccc1NC(=O)COc1ccccc1C` gave Pf growth 96h 94%[activator], Shiga inhibitor 47*, AmpC inh no detg -14%, LmPK inhibitor -12%, Pf growth 48h 6%, CHX counter 27* and Tb PYK inh 1%.
`CN(C)C(=O)c1nnc(Cc2ccc(Cl)cc2)o1` gave Pf growth 96h inconclusive, Shiga inhibitor -13, AmpC inh no detg -12%, LmPK inhibitor -3%, Pf growth 48h 21%, CHX counter -1 and Tb PYK inh -2%.
O=C(NCCN1CCN(Cc2ccccc2)CC1)c1ccc(CS(=O)(=O)c2ccc(Br)cc2)o1 was read as Pf growth 96h inconclusive, Shiga inhibitor -3, AmpC inh no detg 99%[activator], LmPK inhibitor 1%, Pf growth 48h inconclusive, CHX counter 16 and Tb PYK inh -4%.
Screening C/C(CC(=O)Nc1ccc(N(C)C)cc1)=N\NC(=O)c1ccccc1O returned Pf growth 96h 3%, AmpC inh no detg -54%, LmPK inhibitor 6%, Pf growth 48h inconclusive, CHX counter 16* and Tb PYK inh -2%.
`O=C(CNC(=O)c1ccc(-c2ccccc2)cc1)Nc1ccc(S(=O)(=O)Nc2ncccn2)cc1` gave Pf growth 96h 34%[activator], Shiga inhibitor -3, AmpC inh no detg -49%, LmPK inhibitor 2%, Pf growth 48h 42%[activator], CHX counter 0 and Tb PYK inh -1%.
Screening Cc1noc(NS(=O)(=O)c2ccc(N3C(=O)c4ccccc4C3=O)cc2)c1C returned Pf growth 96h 20%, Shiga inhibitor -9, AmpC inh no detg -13%, LmPK inhibitor -1%, Pf growth 48h 30%, CHX counter 0 and Tb PYK inh -15%.
For Cc1nc2nc(-c3ccc(Cl)cc3)nn2c(C)c1Cl the results were Pf growth 96h 136%[activator], Shiga inhibitor -7, AmpC inh no detg -11%, LmPK inhibitor -9%, Pf growth 48h 88%[activator] and CHX counter 3.
COc1ccc(C)cc1S(=O)(=O)N1CCCC(C(=O)N2CCN(c3ccccc3)CC2)C1 (stereo not drawn) was read as Pf growth 96h 10µM*, Shiga inhibitor -4, AmpC inh no detg 200%[activator], LmPK inhibitor 11%, Pf growth 48h 7.4µM*, CHX counter 0 and Tb PYK inh 2%.
`CCN(Cc1ccccc1)C(=O)CN1C(=O)c2ccccc2S1(=O)=O` gave Pf growth 96h 3%, AmpC inh no detg -20%, Pf growth 48h -10% and Tb PYK inh 3%.
Screening NC(=O)NCc1ccc(C(=O)OCc2ccncc2)cc1 returned Pf growth 96h 15%, Shiga inhibitor -6, AmpC inh no detg 1%, LmPK inhibitor 0%, Pf growth 48h 32%[activator], CHX counter -2 and Tb PYK inh 1%.
For COc1cc(/C=N/NC(=O)Cn2cnc3c2c(=O)n(C)c(=O)n3C)cc(OC)c1OC the results were Pf growth 96h 18%, Shiga inhibitor -4, AmpC inh no detg -25%, LmPK inhibitor -7%, Pf growth 48h 7%, CHX counter -1 and Tb PYK inh 0%.
For COCCNC(=O)c1ccc2c(=O)n(Cc3ccco3)c(SCC(=O)NC3CCCC3)nc2c1 the results were Pf growth 96h 12µM*, Shiga inhibitor -12, AmpC inh no detg -17%, LmPK inhibitor 1%, CHX counter 1 and Tb PYK inh -4%.
For CC1CCCCN1CCCNc1ccc(C(CC(N)=O)NC(=O)Cc2ccc(Br)cc2)cc1[N+](=O)[O-] (stereo not drawn) the results were Pf growth 96h inconclusive, Shiga inhibitor 4, AmpC inh no detg 17%, LmPK inhibitor 6%, Pf growth 48h 0%, CHX counter -2 and Tb PYK inh -4%.
CCOC(=O)Cn1c(=O)n(Cc2ccco2)c(=O)c2ccc(C(=O)NCCc3ccccc3)cc21 was read as Pf growth 96h 4%, Shiga inhibitor 16, AmpC inh no detg -1%, LmPK inhibitor 0%, Pf growth 48h inconclusive, CHX counter 19 and Tb PYK inh -12%.
Screening COc1ncnc2c1oc1nc(CC(C)C)c3c(c12)CC(C)(C)OC3 returned Pf growth 96h inconclusive, Shiga inhibitor -14, AmpC inh no detg -11%, LmPK inhibitor 2%, Pf growth 48h 2.1µM*, CHX counter -2 and Tb PYK inh 0%.
CC(=O)Nc1cccc(C(=O)/C=C/c2ccc(F)cc2)c1 was read as Pf growth 96h inconclusive, Shiga inhibitor 41, AmpC inh no detg 0%, LmPK inhibitor -1%, Pf growth 48h -10%, CHX counter 29* and Tb PYK inh 0%.
Screening Nc1nc(CSc2ccccc2)nc(N2CCCCC2)n1 returned Pf growth 96h 0%, Shiga inhibitor 138*, AmpC inh no detg -5%, LmPK inhibitor -1%, Pf growth 48h 37%[activator], CHX counter 51* and Tb PYK inh -2%.
Screening C=CCN1C(=O)/C(=N/n2cnnc2)c2ccccc21 returned Pf growth 96h 55%[activator], Shiga inhibitor 6, AmpC inh no detg -1%, LmPK inhibitor 4%, Pf growth 48h -11%, CHX counter -3 and Tb PYK inh -11%.
`CCn1nnnc1SCC(=O)Nc1nc(C)c(C)s1` gave Pf growth 96h inconclusive, Shiga inhibitor 44*, AmpC inh no detg -12%, LmPK inhibitor -1%, Pf growth 48h 85%[activator], CHX counter 29* and Tb PYK inh -2%.
`CCCNC(=O)Cn1cnc2sc(C(=O)N3CCN(Cc4ccc5c(c4)OCO5)CC3)c(C)c2c1=O` gave Pf growth 96h inconclusive, Shiga inhibitor 13, AmpC inh no detg 121%[activator], LmPK inhibitor 11%, Pf growth 48h 11%, CHX counter 9 and Tb PYK inh -19%.
`Cn1c(-c2ccc3nc(N)sc3c2)nc2cc(N)ccc21` gave Shiga inhibitor 6, AmpC inh no detg -7%, LmPK inhibitor 5%, CHX counter 21* and Tb PYK inh 0%.
For CCSc1nnc(-c2cccnc2)n1-c1ccc(C)c(Cl)c1 the results were Pf growth 96h 4.7µM*, Shiga inhibitor -20, AmpC inh no detg 53%, LmPK inhibitor 10%, CHX counter -3 and Tb PYK inh -13%.
For Cc1ccc(C)c(CN2CCC(CNC(=O)Nc3ccc(Cl)cc3)CC2)c1 the results were Pf growth 96h inconclusive, Shiga inhibitor 27, AmpC inh no detg 32%, LmPK inhibitor 6%, Pf growth 48h 7%[0.00184 µM], CHX counter 31 and Tb PYK inh 1%.
O=c1[nH]c(SCc2ccc(F)cc2Cl)nc2ccccc12 was read as Pf growth 96h 34%[activator], Shiga inhibitor 15, AmpC inh no detg -59%, LmPK inhibitor 3%, Pf growth 48h 2%, CHX counter -2 and Tb PYK inh 2%.
Screening Cc1ccc(NC(=O)CNS(=O)(=O)c2cccs2)cc1F returned Shiga inhibitor 79*, AmpC inh no detg -5%, LmPK inhibitor 7%, Pf growth 48h 32%, CHX counter 80* and Tb PYK inh -15%.
Screening CC(Sc1nc2c(N)ncnc2n1CCOc1ccccc1)C(=O)O (stereo not drawn) returned Pf growth 96h 37%[activator], Shiga inhibitor -4, AmpC inh no detg -6%, LmPK inhibitor 2%, Pf growth 48h -6%, CHX counter -3 and Tb PYK inh -13%.
For C/C(=N\NC(=O)c1ccco1)c1ccc(NC(=O)c2cccs2)cc1 the results were Pf growth 96h 98%[activator], Shiga inhibitor 130*, AmpC inh no detg -49%, LmPK inhibitor -2%, Pf growth 48h 133%[activator], CHX counter 64* and Tb PYK inh 3%.
Screening CCN(Cc1ccccc1)C(=O)c1cccnc1 returned Pf growth 96h -10%, Shiga inhibitor -11, AmpC inh no detg -10%, LmPK inhibitor 1%, Pf growth 48h 12%, CHX counter -2 and Tb PYK inh 3%.
For Cc1cccc(OCCN2CSC(=S)N(C)C2)c1 the results were Shiga inhibitor -13, AmpC inh no detg -24%, LmPK inhibitor -4%, Pf growth 48h -1%, CHX counter -3 and Tb PYK inh -1%.
Screening CCOc1ccccc1NC(=O)CCNS(=O)(=O)c1ccccc1 returned Pf growth 96h inconclusive, Shiga inhibitor 4, AmpC inh no detg -17%, LmPK inhibitor 3%, Pf growth 48h 30%, CHX counter 2 and Tb PYK inh -8%.
For C/C(=C\C(=O)c1ccc(Cl)cc1)Nc1ccc(N2CCOCC2)cc1 the results were Pf growth 96h -12%, Shiga inhibitor 21, AmpC inh no detg -30%, LmPK inhibitor 2%, CHX counter -2 and Tb PYK inh -9%.
Cc1[nH]c2ccccc2c1C(=O)CSCC(=O)O was read as Pf growth 96h -27%, Shiga inhibitor -5, AmpC inh no detg -21%, LmPK inhibitor -1%, CHX counter -1 and Tb PYK inh 2%.
CCCCn1nnnc1SCC(=O)NNC(=O)c1ccco1 was read as Pf growth 96h 18%, Shiga inhibitor -4, AmpC inh no detg -6%, LmPK inhibitor 2%, Pf growth 48h 5%, CHX counter 1 and Tb PYK inh 2%.
